Screens: PubChem BioAssay, National Center for Advancing Translational Sciences (NCATS)
Integrin act MD: activators of alpha7 integrin expression for muscular dystrophy | Potency, µM (series often up to 38.3 µM), inactives show at the top dose activation, most hits filed as activators | alpha7betagal myoblasts, beta-gal FDG fluorescence, 48 h | 350,000 compounds, 0.064% hits;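 further: potency means the concentration at half of the fitted maximal effect; 100% = response of the positive control SU9516; nearly all actives have a fitted effect of over 60% in size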
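Alpha7betagal+/- myoblasts (passage 13) were plated 16-24 hr, then exposed to compounds (1:260 dilution of DMSO stock) for 48 hours at 37C. After MPER lysis, β-galactosidase reporter activity was read as FDG fluorescence (ex 480/em 540) after 30 minutes.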
ASM inhibitor: human S-ASM enzyme inhibition; P17405; placental ASM, HMU-PC fluorogenic substrate, 60 min; Potency, µM (series often up to 57.5 µM), for the others: at the highest dose activity change, negative = inhibition, usual class: inhibitors; 340,000 compounds, 0.006% hits; AID 504937; further: potency means the concentration at half of the fitted maximal effect
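Human placenta-derived ASM enzyme was preincubated with compound for 10 minutes at room temperature, then given fluorogenic substrate HMU-PC0 (9 uM final) for 60 minutes at 37 °C; a pH 10 stop preceded fluorescence reading at Ex 386/Em 447 nm.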
Eya2 phos inh: Eya2 (human) phosphatase inhibition. recombinant Eya2, OMFP fluorescence dephosphorylation (OMFP is methylfluorescein phosphate). AID 488837. 330,000 compounds, 0.006% hits. Potency, µM (highest dose often 76.9 µM), inactives show top-dose activity, negative = inhibition, usual class: inhibitors; further: potency means the concentration at half of the fitted maximal effect; on the % scale 0 is the no-effect control and ±100 the full control effect
Target sequence (O00167 whole entry, looked up): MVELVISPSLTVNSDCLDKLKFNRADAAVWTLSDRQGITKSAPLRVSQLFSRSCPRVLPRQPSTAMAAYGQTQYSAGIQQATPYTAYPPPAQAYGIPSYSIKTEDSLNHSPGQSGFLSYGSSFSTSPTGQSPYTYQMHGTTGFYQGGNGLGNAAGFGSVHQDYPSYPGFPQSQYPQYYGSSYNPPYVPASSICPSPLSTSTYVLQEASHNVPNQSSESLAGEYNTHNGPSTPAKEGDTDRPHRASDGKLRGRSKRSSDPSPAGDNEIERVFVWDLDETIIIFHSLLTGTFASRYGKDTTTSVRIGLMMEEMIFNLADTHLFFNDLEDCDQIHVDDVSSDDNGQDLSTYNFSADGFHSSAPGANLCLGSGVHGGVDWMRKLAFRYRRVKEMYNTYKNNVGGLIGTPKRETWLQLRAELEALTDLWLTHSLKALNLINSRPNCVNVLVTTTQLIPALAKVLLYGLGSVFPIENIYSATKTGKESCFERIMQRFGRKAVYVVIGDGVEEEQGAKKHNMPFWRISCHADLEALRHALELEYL
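Eya2 (0.2 uM) preincubated 10 min at ambient with compound, then OMFP substrate added at 50 uM; 10 min reaction in 50 mM HEPES pH 7.5, 50 mM NaCl, 5 uM MgCl2, 0.05% BSA, 1 mM DTT. Fluorescence read at Ex 485/Em 525 nm.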
Tb PFK inh: blocks T. brucei phosphofructokinase; O15648; T. brucei PFK, ADP-Glo luminescence; Potency, µM (doses to about 57.5 µM), without a hit: top-dose activity, negative = inhibition, actives largely listed as inhibitors; 330,000 compounds, 0.17% hits;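 further: potency means the concentration at half of the fitted maximal effect; 0% = uninhibited 1x PFK enzyme wells and -100% = no-enzyme wells; nearly all actives have a fitted effect of over 60% in size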
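Activity is normalized to no-enzyme wells (full inhibition) and 1.25 nM enzyme wells (no inhibition). Reaction: 0.5 mM F6P, 0.1 mM ATP, 45 min RT, ADP-Glo luminescence; concentration-response curves fitted and classed by quality.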
BCR signal inh: blocks chronic active B-cell receptor signaling. ABC-DLBCL IkBa-CBG/CBR reporter, luminescence ratio, 4 h. Potency, µM (doses to about 46.1 µM), for the others: at the top dose ratio change, negative = lower green/red ratio, actives largely listed as inhibitors. 340,000 compounds, 0.05% hits. AID 493014; active means well fitted inhibition curve with a large enough effect in the signal ratio, with a control signal flat, not every such curve was filed as active; inconclusive means small, poorly fitted or top-dose-only effect, or effect the other way, or a change in a side signal; the % refers to the signal ratio;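 further: potency means the concentration at half of the fitted maximal effect; plate controls were basal doxycycline-induced cells for no effect and cells given 10 µM MG132 for full effect; MG132 reads +100%, hits lower the ratio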
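Doxycycline induced both beetle luciferases in TMD8 lymphoma cells; IKK-driven degradation limits the IkappaBalpha-fused green signal, while red luminescence normalises for cell number and nonspecific effects. Compounds tested up to 46 uM, 4 hrs.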
ELG1 DNA repair: blocks ELG1-dependent DNA repair in HEK293T cells; HEK293T ELG1-luciferase reporter, luminescence, 16 h; DNA damage induced by 5-fluorouridine; Potency, µM (highest dose often 46.1 µM), for the others: top-dose activity change, negative = inhibition, usual class: inhibitors; 330,000 compounds, 2.3% hits; AID 504467; further: potency means the concentration at half of the fitted maximal effect; on the % scale 0 is the no-effect control and ±100 the full control effect; nearly all actives have a fitted effect of over 55% in size
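Cells (2,000 per well) received 5-fluorouridine plus test compound or DMSO and were incubated 16 hr at 37 °C, 5% CO2. Luciferase activity was read by luminescence 30 min after ONE-Glo addition; signal suppression marked inhibition of damage-induced ELG1 function.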
AT treatment: potential ataxia-telangiectasia treatments restoring KAP-1 phosphorylation. 320,000 compounds, 0.19% hits. AID 485349. […] A-T fibroblasts, KAP-1 phosphorylation AlphaLISA; neocarzinostatin DNA damage 30 min before lysis. Potency, µM (series often up to 57.5 µM), for the others: at the highest dose activation, hits mostly activators; further: potency means the concentration at half of the fitted maximal effect; % of control where 0% means no effect; nearly all actives have a fitted effect of over 45% in size
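ATM-like activity read as KAP-1 phosphorylation via AlphaLISA donor/acceptor antibody pairs after lysis and 6 hr at 25C. Cells were ATM-null patient fibroblasts ([…], hTERT), dosed 60 min, then exposed to the DSB inducer NCS for 30 min.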
TCR act: activates T cell receptor signaling; primary human leukocytes, anti-CD3, IL-2 HTRF, 48 h; Potency, µM (top dose mostly 9.22 µM), inactives show top-dose activation of IL-2 secretion, most hits filed as activators; 330,000 tested, under 10 active; AID 504894; further: % of control where 0% means no effect
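Primary human leukocytes receive a-CD3 beads and test compound and are incubated 48 hr. Secreted IL-2 is then assayed by HTRF, measuring 665nm acceptor emission after 320nm excitation of the europium donor.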
TSG101-PTAP inh: blocks PTAP/TSG101 interaction to inhibit HIV-1 budding | Q99816 | Fluorescence polarization, FITC-PTAP peptide / Tsg101 binding | Potency, µM (highest dose often 115 µM), for the others: at the highest dose activity change, negative = inhibition, usual class: inhibitors | 340,000 tested, under 10 active; active means well fitted inhibition curve with a large enough effect in the main read-out, with a control signal flat, not every such curve was filed as active; inconclusive means small, poorly fitted or top-dose-only effect, or effect the other way, or a change in a side signal; inactive means no such curve, though single readings can be large or run the other way; further: potency means the concentration at half of the fitted maximal effect; % of control where 0% means no effect
Target sequence (Q99816 whole entry, looked up): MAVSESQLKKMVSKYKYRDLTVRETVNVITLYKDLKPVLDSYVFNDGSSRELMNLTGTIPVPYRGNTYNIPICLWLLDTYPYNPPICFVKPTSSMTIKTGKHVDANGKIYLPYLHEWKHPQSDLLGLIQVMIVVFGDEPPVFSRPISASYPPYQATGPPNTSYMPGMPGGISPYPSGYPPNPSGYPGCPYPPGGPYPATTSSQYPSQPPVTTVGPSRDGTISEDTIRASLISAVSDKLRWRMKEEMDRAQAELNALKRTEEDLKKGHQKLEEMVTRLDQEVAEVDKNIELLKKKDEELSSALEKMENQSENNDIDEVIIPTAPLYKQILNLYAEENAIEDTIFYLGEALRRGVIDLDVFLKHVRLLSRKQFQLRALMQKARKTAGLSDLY
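FP read-out: FITC-PTAP peptide, 50 nM final, binding Tsg101 binding domain, 10 uM final; 20 min, r.t.; 10 mM HEPES pH 7.5, 0.15 M NaCl, 0.01% Tween 20, 3 mM EDTA, 0.1 mM TCEP.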
Mito fusion act: inhibitors of mitochondrial division or activators of mitochondrial fusion. 320,000 compounds, 0.23% hits. S. cerevisiae fusion-defective mutant growth rescue, CellTiterGlo 48 h. Potency, µM (doses to about 46.1 µM), without a hit: top-dose growth rescue (activation), hits mostly activators;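 further: potency means the concentration at half of the fitted maximal effect; % of control where 0% means no effect; nearly all actives have a fitted effect of over 45% in size; temperature-sensitive fusion mutants such as fzo1-1 at 37 °C on non-fermentable ethanol glycerol medium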
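Growth-rescue viability read-out: after 48 h at the non-permissive 37C in glycerol/ethanol YPEG, yeast mitochondrial fusion mutants are measured by CellTiterGlo luminescence; compounds (23 nl pinned per well) restoring growth score as division inhibitors or fusion activators.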
TSHR antag: human thyrotropin receptor antagonism; TSHR-expressing cells, TSH-stimulated cAMP HTRF, 2 h; active compounds read low; activity change, negative = inhibition, % at 11.5 µM; 330,000 compounds, 0.2% hits; AID 504810;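 active means activity change below a set negative limit, meaning inhibition stronger than a set level, cut at about -70% in these data; inconclusive means activity change between two set negative limits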; further: on the % scale 0 is the no-effect control and ±100 the full control effect
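Competitive HTRF cAMP read-out (cryptate anti-cAMP antibody, cAMP-d2; 30 min, room temperature) in freshly harvested TSHR cells. Compounds added before TSH at EC80 (4nM final), followed by 2 hours' incubation at 37 deg C.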
* hit, by the source's call; [ ] = dose if it differs, or a comment. Unless noted, the call rests on the fitted dose curve; in most records, active means well fitted curve in the direction sought with a large enough effect; inconclusive means small, poorly fitted or top-dose-only effect, or another doubt; inactive means no such curve, though single readings can be large; an effect the other way counts as inactive or inconclusive. An unsorted share of the library. Share with any hit: about 3.2%.

Results for Cc1cc(N2CCOCC2)nc(NCc2ccccc2)n1 ?
Integrin act MD: -53%[inhibitor]; ASM inhibitor: 4%; Eya2 phos inh: 20%[15.4 µM]; Tb PFK inh: 0%; BCR signal inh: -7%; ELG1 DNA repair: inconclusive; AT treatment: 25%; TCR act: -5%; TSG101-PTAP inh: -13%; Mito fusion act: 1%; TSHR antag: 1

Results for Cc1cccc(NC(=O)c2ccc(C3SCC(=O)N3CCc3ccccc3)cc2)c1 (centres undefined) ?
Integrin act MD: -17%; ASM inhibitor: -1%; Eya2 phos inh: 4%; Tb PFK inh: 3%; BCR signal inh: inconclusive; ELG1 DNA repair: 26µM*; AT treatment: -4%; TCR act: 6%[46.1 µM]; TSG101-PTAP inh: -1%; Mito fusion act: 17%; TSHR antag: -12

What do the screens show for `O=C(O)CCSc1ccc([N+](=O)[O-])cc1[N+](=O)[O-]`?
Integrin act MD: 2%; ASM inhibitor: -2%; Eya2 phos inh: 1%; Tb PFK inh: 2%; BCR signal inh: inconclusive; ELG1 DNA repair: 3%; AT treatment: -3%; TCR act: 2%; TSG101-PTAP inh: -11%; Mito fusion act: 1%; TSHR antag: -1

Results for O=C(CCn1c(=O)[nH]c2ccccc2c1=O)NCCSCc1ccccc1 ?
Integrin act MD: -18%; ASM inhibitor: -3%; Eya2 phos inh: -17%; Tb PFK inh: -3%; BCR signal inh: inconclusive; ELG1 DNA repair: 17%; AT treatment: 0%; TCR act: -3%; TSG101-PTAP inh: -2%; Mito fusion act: -29%; TSHR antag: -10

Results for Cc1cccc(-c2nnc(SCC(=O)c3ccc(O)cc3O)n2C)c1 ?
Integrin act MD: -27%; ASM inhibitor: inconclusive; Eya2 phos inh: inconclusive; Tb PFK inh: 2%; BCR signal inh: 1%; ELG1 DNA repair: 4%; AT treatment: 2%; TCR act: 2%; TSG101-PTAP inh: 2%; Mito fusion act: -1%; TSHR antag: -10

How did O=S(=O)(c1ccc(N2CCN(Cc3ccccc3)CC2)nc1)N1CCCC1 do in these assays?
Integrin act MD: inconclusive; ASM inhibitor: 4%; Eya2 phos inh: -4%; Tb PFK inh: 5%; BCR signal inh: -14%; ELG1 DNA repair: inconclusive; AT treatment: 19%; TCR act: 4%; TSG101-PTAP inh: -8%; Mito fusion act: 3%; TSHR antag: -13

What do the screens show for `Cc1ccc(CNC(=O)c2nnn(-c3cccc(C)c3)c2N)cc1`?
Integrin act MD: 5%; ASM inhibitor: -2%; Eya2 phos inh: -26%; Tb PFK inh: -9%; BCR signal inh: inconclusive; ELG1 DNA repair: 3%; AT treatment: 12%; TCR act: -3%; TSG101-PTAP inh: -6%; Mito fusion act: 8%; TSHR antag: -23

How did CN(C1CCCC1)C1CCN(C(=O)CNC(=O)/C=C/c2ccc(F)cc2)CC1 do in these assays?
Integrin act MD: -7%; ASM inhibitor: 2%; Eya2 phos inh: -9%; Tb PFK inh: 6%; BCR signal inh: inconclusive; ELG1 DNA repair: 0%; AT treatment: inconclusive; TCR act: 0%; TSG101-PTAP inh: 1%; Mito fusion act: 7%; TSHR antag: 28

How did O=C(Nc1ccccc1OC(F)F)c1cc2c(s1)CCC2 do in these assays?
Integrin act MD: 6%; ASM inhibitor: 28%; Eya2 phos inh: 3%; Tb PFK inh: 1%; BCR signal inh: inconclusive; ELG1 DNA repair: inconclusive; AT treatment: -2%; TCR act: -5%[46.1 µM]; TSG101-PTAP inh: -4%; Mito fusion act: 5%; TSHR antag: 7

Results for CCOC(=O)C1CCN(C(=O)COC(=O)Cc2ccc(Cl)cc2)CC1 ?
Integrin act MD: 2%; ASM inhibitor: 0%; Eya2 phos inh: 7%; Tb PFK inh: -5%; BCR signal inh: -2%; ELG1 DNA repair: 0%; AT treatment: -4%; TCR act: -2%; TSG101-PTAP inh: -1%; Mito fusion act: 15%; TSHR antag: -5

What do the screens show for `CC12C=CC3(O1)C(C(=O)N(c1ccccc1)C3C(=O)NC1CCCC1)C2C(N)=O` (centres undefined)?
Integrin act MD: 16%; ASM inhibitor: 7%; Eya2 phos inh: -13%; Tb PFK inh: 3%; BCR signal inh: -2%; ELG1 DNA repair: 23%; TCR act: 0%[46.1 µM]; TSG101-PTAP inh: -11%; Mito fusion act: -6%; TSHR antag: 3

How did C=CCn1c(SCC(=O)NCc2ccccc2)nnc1-c1cc(Br)ccc1O do in these assays?
Integrin act MD: 11%; ASM inhibitor: -1%; Eya2 phos inh: 4%; Tb PFK inh: -1%; BCR signal inh: 11%; ELG1 DNA repair: 13µM*; AT treatment: 0%; TCR act: -1%; TSG101-PTAP inh: -4%; Mito fusion act: -2%; TSHR antag: 0

Results for COc1ccccc1NS(=O)(=O)c1ccc(C)c(C(=O)N2CCN(c3ccc(O)cc3)CC2)c1 ?
Integrin act MD: -32%; ASM inhibitor: 1%; Eya2 phos inh: 4%; Tb PFK inh: 6%; BCR signal inh: inconclusive; ELG1 DNA repair: -28%; AT treatment: 34%; TCR act: -2%; TSG101-PTAP inh: -1%; TSHR antag: 11

How did CC(OC(=O)c1ccc(C(C)(C)C)cc1)C(=O)NC1CCCCC1C (centres undefined) do in these assays?
Integrin act MD: -16%; ASM inhibitor: -4%; Eya2 phos inh: 10%; Tb PFK inh: -1%; BCR signal inh: 5%; ELG1 DNA repair: -20%; AT treatment: 0%; TCR act: -14%; Mito fusion act: -2%; TSHR antag: -7

Results for CCN(CC)C(=O)CSc1nnc(-c2ccc(F)cc2)n1N ?
Integrin act MD: -2%; ASM inhibitor: 3%; Eya2 phos inh: 20%; Tb PFK inh: 0%; BCR signal inh: 3%; ELG1 DNA repair: 22%; AT treatment: 1%; TCR act: 7%; TSG101-PTAP inh: -1%; Mito fusion act: -3%; TSHR antag: 9

What do the screens show for `Nc1c(C(=O)Nc2ccccc2)sc2ncc([N+](=O)[O-])cc12`?
Integrin act MD: 4%; ASM inhibitor: -2%; Eya2 phos inh: 13%; Tb PFK inh: 2%; BCR signal inh: inconclusive; ELG1 DNA repair: inconclusive; AT treatment: 4%; TCR act: 9%; TSG101-PTAP inh: -3%; Mito fusion act: -2%; TSHR antag: -9

What do the screens show for `COc1ccc(C2=NS(=O)(=O)N(C)C(C(=O)NC3CCCCC3)=C2)cc1`?
Integrin act MD: 17%; ASM inhibitor: 26%; Eya2 phos inh: -7%; Tb PFK inh: -2%; BCR signal inh: -1%; ELG1 DNA repair: -7%; AT treatment: -5%; TCR act: 2%; TSG101-PTAP inh: -4%; Mito fusion act: 3%; TSHR antag: -6

How did COc1ccc(-n2nnnc2SCC(=O)NC2CCCC2)cc1OC do in these assays?
Integrin act MD: 1%; ASM inhibitor: -1%; Eya2 phos inh: 13%; Tb PFK inh: 0%; BCR signal inh: 1%; ELG1 DNA repair: 10%; AT treatment: -5%; TCR act: 12%; TSG101-PTAP inh: -6%; Mito fusion act: 1%; TSHR antag: -92*

What do the screens show for `COc1ccc(C(=O)N2CCCC(Nc3ccc(F)cc3)C2)c(OC)c1` (centres undefined)?
Integrin act MD: -4%; Eya2 phos inh: 0%; Tb PFK inh: 1%; BCR signal inh: -3%; ELG1 DNA repair: -7%; AT treatment: 11%; TCR act: 5%; TSG101-PTAP inh: 0%; Mito fusion act: 3%; TSHR antag: 21
